Assay outcomes (PubChem)
ERK EGF block: qHTS Assay for Inhibitors of the ERK Signaling Pathway using a Homogeneous Screening Assay; Stimulation with EGF | 0.41% of 130,000 active | Potency, µM (doses to about 11.5 µM), without a hit: top-dose activity change, negative = inhibition, hits mostly inhibitors | HEK293-V1b, EGF-stimulated phospho-ERK AlphaScreen | AID 1454, 2008; active means well fitted inhibition curve with a large enough effect; inconclusive means small, poorly fitted or top-dose-only effect, or effect the other way;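 further: plate controls were stimulated vehicle wells for no effect and unstimulated vehicle basal for full effect; nearly all actives have a fitted effect of over 55% in size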
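HEK293 cells stably expressing V1b receptor, serum-reduced (1% FBS) overnight, got compound for 30 min at 37C, then 25 nM EGF for 5 min. Lysate phospho-ERK read by AlphaScreen SureFire; AC50 from Hill fits.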
* = called active by the depositor; ? = inconclusive; & = joins results of further samples; [ ] = dose if it differs, or a comment. Potency means the concentration at half of the fitted maximal effect. An excerpt, so the mix of outcomes need not match the whole.

nr	structure	ERK EGF block
1	CC(=O)C1=C(C)NC2(O)c3ccccc3C(=O)C12O (stereo not drawn)	2.7%
2	CCOC(=O)C1=C(c2ccccc2)Nc2ncnn2C1c1cccc(O)c1 (stereo not drawn)	-24.9%[57.5 µM]
3	Cc1ccc(NC(=O)COC(=O)CNC(=O)c2ccc(Br)cc2)c(C)c1	6.9%
4	C=C1C(=O)C=C[C@]2(C)C[C@@H]3OC(=O)[C@](C)(O)[C@H]3C[C@@H]12	3.1%[57.5 µM]
5	Cc1c(NC2=CC(=O)CCC2)c(=O)n(-c2ccccc2)n1C	0.1%
6	COc1cc(CNCC2CCCO2)ccc1OCC(N)=O (stereo not drawn)	-6.3%
7	O=C(/C=C/c1cccc([N+](=O)[O-])c1)NCCc1ccc(F)cc1	-8.1%
8	CC(=O)Nc1ccc(OC(=O)c2cc3cc(Br)cc(Br)c3oc2=O)cc1	2.1%
9	CCC(OC(=O)c1nsc(Cl)c1Cl)C(=O)NCCOC (stereo not drawn)	5.9%
10	O=C(NCCc1ccccc1)c1ccc(-c2ccccc2C(F)(F)F)o1	-4.7%
11	COc1ccc(C2CC(=O)c3cnn(-c4nc(C)cc(C)n4)c3C2)cc1 (stereo not drawn)	0.0%
12	O=C(CSc1nnc(-c2ccncc2)n1-c1ccc(F)cc1)NC(=O)NCc1ccco1	1.4%
13	COc1ccc(CCNC(=O)CSc2cn(Cc3ccccc3)c3ccccc23)cc1OC	6.2%
14	CCOC(=O)C1=C(C)N(CCCC(=O)O)C(=O)NC1c1ccc(OC)cc1 (stereo not drawn)	2.1%
15	Cc1ccc(C(=O)N/N=C(/CC(=O)c2cccs2)C(F)(F)F)cc1	-1.5%
16	C/C(=N\O)C(C)NC(=O)c1ccccc1 (stereo not drawn)	-10.1%
17	Cc1ccc2c(C)nc(SC(C(=O)c3ccccc3)c3ccccc3)nc2c1 (stereo not drawn)	2.1%
18	O=C(Oc1cc(OC(=O)c2ccccc2)c2c(c1)OC(c1ccc(OC(=O)c3ccccc3)c(OC(=O)c3ccccc3)c1)[C@@H](OC(=O)c1ccccc1)C2)c1ccccc1 (stereo partly drawn)	22.0%
19	Cc1n[nH]c(C)c1-c1nc2ccccc2[nH]1	1.6%
20	O=c1[nH]c(SCCOc2ccccc2F)nc2ccccc12	3.7%
21	CCn1c2ccc(OC)cc2c2nc3ccccc3nc21	4.0%
22	O=C(COc1ccccc1[N+](=O)[O-])Nc1cc(C(=O)O)cc(C(=O)O)c1	-4.2%
23	Cc1nnsc1C(=O)N1CCC(CO)(Cc2ccccc2Cl)CC1	8.8%[57.5 µM]
24	CC(C)c1ccc(Nc2nc(CC(=O)O)cs2)cc1	-11.6%
25	NC1=NC(=Nc2ccc(Cl)cc2)c2ccccc21	1.6%

Gathered by group, those above containing a COOH group (3)
nr	structure	ERK EGF block
14	CCOC(=O)C1=C(C)N(CCCC(=O)O)C(=O)NC1c1ccc(OC)cc1 (stereo not drawn)	2.1%
22	O=C(COc1ccccc1[N+](=O)[O-])Nc1cc(C(=O)O)cc(C(=O)O)c1	-4.2%
24	CC(C)c1ccc(Nc2nc(CC(=O)O)cs2)cc1	-11.6%

Next section:
nr	structure	ERK EGF block
26	COC(=O)c1ccccc1NC(=O)Cn1nnc(-c2ccc(OC)cc2)n1	4.7%
27	CC(=O)c1ccc(NC(=O)/C(Cl)=C/c2ccccc2)cc1	-0.8%
28	CC1=C(C(=O)OCC2CCCO2)C(c2ccc(Cl)c(Cl)c2)NC(=O)N1 (stereo not drawn)	9.1%
29	CCN(CC)CC(=O)c1c(N)n(Cc2ccccc2)c(=O)n(C)c1=O	-9.6%
30	COc1ccccc1-c1noc(-c2ccccc2C(=O)NCc2ccco2)n1	-1.1%
31	Cn1nnnc1SCCNCc1cc(Cl)ccc1OCc1ccccc1	?
32	COc1cccc(C(C(=O)NC2CCCCC2)N(C(=O)c2ccccn2)c2cccnc2)c1 (stereo not drawn)	-4.1%
33	CC1(C(=O)Nc2cccc(C(F)(F)F)c2)CO1 (stereo not drawn)	-0.4%
34	Cc1cccc(Oc2nc(-c3ccncc3)nc3ccccc23)c1	-1.0%[57.5 µM]
35	OCCN1CCN(c2ncnc3c2c(-c2ccccc2)cn3-c2ccc(F)cc2)CC1	5.4%
36	CCSc1nnc(CNC(=O)C23CC4CC(CC(C4)C2)C3)n1C1CCCCC1	5.8%
37	CC(/C=N/NC(=O)c1cc(C2CC2)[nH]n1)=C\c1ccccc1	1.2%[57.5 µM]
38	CC(Nc1nc2ccccc2n2cnnc12)c1ccccc1 (stereo not drawn)	-16.6%[57.5 µM]
39	CCSc1sc(CC)cc1C=O	-2.9%
40	CCOc1ccc(NC(=S)NC23CN4CN(CN(C4)C2)C3)cc1	5.2%
41	O=C(NCc1cccnc1)C(=O)C1C(=O)Nc2ccccc21 (stereo not drawn)	-12.1%[57.5 µM]
42	O=S(=O)(c1cccc(C(F)(F)F)c1)N1CCN(C(=S)NCc2ccco2)CC1	-18.4%
43	Cc1cc(C)c2c(n1)sc1c(N3CCCCC3)ncnc12	2.2%[57.5 µM]
44	COc1ccc(NS(=O)(=O)c2ccc(NC(=O)c3ccc(N(C)S(C)(=O)=O)cc3)cc2)c(OC)c1	0.1%
45	CCCCC(=O)Nc1ccc(C(=O)NNC(=S)NC(=O)c2ccco2)cc1	0.5%
46	O=C(O)C1CN(c2nc(Cl)ccc2[N+](=O)[O-])C1	2.2%
47	O=Cc1cc2cc3c(cc2nc1Cl)OCCO3	-0.6%[57.5 µM]
48	Cc1cccc(NC(=S)NCC(c2cccnc2)N(C)C)c1 (stereo not drawn)	-0.2%
49	O=S(=O)(c1ccccc1F)N1CCN(CC(O)c2ccccc2)CC1 (stereo not drawn)	0.2%
50	O=C(NCC1CCCO1)c1cc2ccccc2oc1=O (stereo not drawn)	1.4%
51	COC(=O)c1cc(NC(=O)c2cccnc2)ccc1N1CCOCC1	0.0%
52	C/C(=N\Nc1nc2ccccc2s1)c1ccc(Br)s1	-0.8%[57.5 µM]
53	O=C(N/N=C/c1ccncc1)C1CC1(c1ccccc1)c1ccccc1 (stereo not drawn)	2.4%[57.5 µM]
54	CN1[C@@H](CC(=O)c2ccccc2)CCC[C@@H]1C[C@@H](O)c1ccccc1	-0.3%[25.7 µM]
55	Cn1c(=O)c(=O)n(C)c2cc([N+](=O)[O-])c([N+](=O)[O-])cc21	2.7%
56	O=C(O)/C=C\c1cccc(-n2cnnn2)c1	7.9%
57	O=C(N/N=C\c1cccs1)c1ccccc1-n1cccc1	-1.5%
58	N/C(=N\OC(=O)Nc1cccc(C(F)(F)F)c1)c1ccno1	3.0%[57.5 µM]
59	Cc1ccsc1C1Nc2ccccc2-c2nc3ccccc3n21 (stereo not drawn)	0.0%
60	c1ccc(-c2nnc(CN3CCN(C(c4ccccc4)c4ccccc4)CC3)o2)cc1	3.2%
61	Cc1sc(NC(=O)c2ccccc2F)c(CN2CCCCC2)c1C	10.5%
62	CC(c1ccc(F)cc1)n1c(Cn2ncc3ccccc3c2=O)n[nH]c1=S (stereo not drawn)	-2.3%
63	Cc1ccc(C)c(-n2cc(CNCCCn3cccn3)c(-c3ccccc3)n2)c1	-7.2%
64	COc1ccc(C(=O)COc2ccccc2C(N)=O)cc1	-2.8%
65	CCCCC1S/C(=N/N=C/c2cccs2)NC1=O (stereo not drawn)	-0.4%
66	CC(C)Sc1nsc2nc(=O)c(/C=C3\C=Nc4ccccc43)c(N)n12	4.2%
67	O=C(NCc1ccc(Cl)cc1)C(=O)Nc1nccs1	-4.3%
68	Fc1cccc(Cl)c1CSc1nnc(CNc2ccccc2)o1	-1.0%
69	O=C(C1=C[C@@H]2[C@H]3C(=O)N(c4ccccc4Cl)C(=O)[C@H]3[C@@H](C(=O)c3ccc(Cl)cc3)N2C=C1)c1ccccc1	-0.8%
70	CCCCNC(=O)/C(=C/c1ccccc1)NC(C)=O	5.2%
71	O=c1[nH]c2cc3c(cc2cc1CN(Cc1cccnc1)C(=S)NCc1ccco1)OCCO3	-0.1%
72	CCc1ccc2nc(SCC(=O)N3CC(=O)Nc4ccccc43)c(C#N)cc2c1	-7.8%
73	CCOC(=O)Cc1nn(C(C)C)c(=O)c2ccccc12	-0.2%
74	O=C(CSc1nc2ncc(Cl)cc2[nH]1)N(Cc1ccccc1)C1CCS(=O)(=O)C1 (stereo not drawn)	0.3%
75	O=C(COC(=O)c1n[nH]c2ccccc12)Nc1cccc(S(=O)(=O)N2CCOCC2)c1	3.3%

Structural class, those above with bromine (3)
nr	structure	ERK EGF block
3	Cc1ccc(NC(=O)COC(=O)CNC(=O)c2ccc(Br)cc2)c(C)c1	6.9%
8	CC(=O)Nc1ccc(OC(=O)c2cc3cc(Br)cc(Br)c3oc2=O)cc1	2.1%
52	C/C(=N\Nc1nc2ccccc2s1)c1ccc(Br)s1	-0.8%[57.5 µM]

2 compounds picked at random from the list so far, as already listed:
nr	structure	ERK EGF block
67	O=C(NCc1ccc(Cl)cc1)C(=O)Nc1nccs1	-4.3%
74	O=C(CSc1nc2ncc(Cl)cc2[nH]1)N(Cc1ccccc1)C1CCS(=O)(=O)C1 (stereo not drawn)	0.3%

The list goes on:
nr	structure	ERK EGF block
76	Cc1cccnc1CN1CCN(C(=O)c2cc(COc3ccc4ncccc4c3)on2)CC1	-1.1%
77	COc1ccc2c(C)cc(SCC(=O)Nc3nsc(-c4ccc(C)cc4)n3)nc2c1	-1.9%
78	Cc1c(C(=O)O)sc2nc(CSc3ncc(C(F)(F)F)cc3Cl)[nH]c(=O)c12	3.4%[57.5 µM]
79	CCOc1ccc(NC(=O)c2cccc(OC(=S)N3CCOCC3)c2)cc1	2.2%
80	CCOc1ccc(/C=N/n2cc(-c3ccccc3)[nH]c2=S)cc1	2.6%
81	Cc1ccccc1CC1(CO)CCCN(C(=O)c2ccccc2N(C)C)C1 (stereo not drawn)	-6.1%
82	Cc1cccc(CSc2nnc([C@@H]3CCCN3)o2)c1	-7.4%[57.5 µM]
83	O=C1N=C(N2CCOCC2)S/C1=C\c1cccs1	0.7%
84	COc1cc(C(=O)NC(=S)Nc2ccc3c(c2)OCO3)cc(OC)c1OC	-0.5%[57.5 µM]
85	C[C@]12CCC(=O)C=C1CCC1C2C(O)C[C@]2(C)C1CC[C@]2(O)C(=O)CO (stereo partly drawn)	10.8%
86	O=C(CNC1CCCCCC1)c1cccs1	4.0%
87	CCN(C(=O)c1cccs1)c1nc(-c2ccc(OC)cc2)cs1	10.4%
88	COc1ccc(N(C(=O)Cc2cccs2)C2C=CS(=O)(=O)C2)cc1 (stereo not drawn)	2.0%
89	O=C1CCN(S(=O)(=O)c2ccc(Br)cc2)CCN1	0.4%
90	Clc1cccc(OCCN2CCNCC2)c1	0.7%
91	COc1ccc(-n2c(=O)c(C)nc3cnc(Nc4cccc(OC)c4)nc32)cc1	-3.6%
92	COc1cccc(-c2coc3c(C)c4oc(=O)c(CCC(=O)O)c(C)c4cc23)c1	-10.6%
93	CCOC(=O)C(=Cc1cn(C)c2ccc(S(=O)(=O)N(C)C)cc12)C(=O)OCC	7.7%
94	CN(C)C(/C=C/Nc1cccc([N+](=O)[O-])c1)=C(C#N)C#N	0.1%
95	COc1cccc(CCc2nnc(CCC(=O)NCCc3cccc(C)n3)o2)c1	0.3%
96	N#Cc1c(-c2ccccc2Cl)cc(-c2ccccc2)nc1Br	2.9%
97	CC(/C=N/Nc1nc(C)cc(C)n1)=C\c1ccc(C(C)C)cc1	-2.1%
98	C[C@@H](C(=O)Nc1ccc2ccccc2c1)[C@@H]1C[C@@]1(C)[C@@H](NC(=O)c1cnccn1)c1ccccc1	21.8%&5.7%
99	O=C(Cc1ccccc1)Nc1c[nH]c(=O)[nH]c1=O	8.4%
100	CCc1nnc(NS(=O)(=O)c2ccc(N=Cc3c(C)[nH]n(-c4ccc(Cl)cc4)c3=O)cc2)s1	-2.0%
101	O=C(COC(=O)c1cc(Cl)ccc1[N+](=O)[O-])NCc1ccc(Cl)cc1Cl	1.8%
102	O=S(=O)(NCC1CCCO1)c1ccc(S(=O)(=O)N(Cc2ccccn2)C2CC2)cc1 (stereo not drawn)	6.6%
103	COc1ccc(N2CCN(C(=O)C3CC(=O)N(c4ccc(C)cc4)C3)CC2)cc1 (stereo not drawn)	2.5%
104	CN(C)c1ccc(/C=C2\N=C(c3ccc(Cl)c([N+](=O)[O-])c3)NC2=O)cc1	?
105	O=C(Cn1c(SCC(=O)N2CCc3ccccc32)nc2ccccc21)NC1CCCC1	-6.4%
106	COCCNC(=O)c1ccc(-n2c(SCc3cccnc3)nc3ccccc3c2=O)cc1	-7.9%
107	Cc1cc(C=NCCO)c(C)n1-c1cc(Cl)ccc1Cl	-3.6%
108	CCn1c(C)nc2cc(C(N)=O)ccc21	-22.8%[57.5 µM]
109	CCOc1ccc(NC(=O)C2C3CCC4C(CCC32)C4(Cl)Cl)cc1 (stereo not drawn)	1.3%
110	CN1CCc2c(sc3c2C(=O)NC(c2ccc(-c4ccc(Cl)cc4)o2)N3)C1 (stereo not drawn)	-6.6%[57.5 µM]
111	O=C(NC1CCCCCC1)c1ccccc1-c1ccccc1	5.5%
112	CCOc1ccc(C)cc1S(=O)(=O)n1nc(C)cc1C	-2.0%
113	Cc1c(-n2c(SCC(=O)C(C)(C)C)nc3ccccc3c2=O)c(=O)n(-c2ccccc2)n1C	3.9%
114	CCN1CCN(CC(=O)N2CCCC(C(=O)c3ccc(Oc4ccccc4)cc3)C2)CC1 (stereo not drawn)	?
115	CCCC1=NN2C(=N)/C(=C\c3cc(C)n(-c4cccc(C)c4)c3C)C(=O)N=C2S1	-6.8%
